Source: PubChem (several laboratories)
BoNT A protease: blocks Botulinum neurotoxin A light chain protease | multiplex microsphere protease substrate cleavage, flow cytometry | inhibition, % at 10 µM | 0.17% of 360,000 active | AID 588499; in the data active = inhibition above about 30%; inconclusive = no clear call, values can overlap the other calls; note: plate controls were buffer without enzyme for full effect and enzyme alone for no effect
GDH-TPI counter: inhibits GDH-TPI coupling enzymes, artifact for Mtb FBA screen; GDH-TPI coupled enzyme counterscreen, NADH absorbance; inhibition, % at 4.8 µM; 1.2% of 360,000 active;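 note: 0% = DMSO wells and 100% = wells lacking the enzyme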
CCHFV vOTU inh: CCHFV vOTU protease inhibition | Pep-AMC fluorescence | inhibition, % at 11.5 µM | 0.55% of 370,000 active | AID 651958; note: 0% = vehicle wells with enzyme and 100% = no enzyme wells
FadD28 binding: inhibitors of Mycobacterium tuberculosis FadD28 bisubstrate binding. 0.22% of 360,000 active. FadD28 bisubstrate probe binding, fluorescence polarization. AID 588549. inhibition, % at 12.5 µM; in the data active = inhibition above about 8.5%, passing the limit was not always enough; inconclusive = no clear call, values can overlap the other calls
PrPC surface inh: cell surface PrPC inhibition, primary TR-FRET screen; TR-FRET read-out; inhibition, % at 13.8 µM; 0.43% of 370,000 active; AID 720596; in the data active = inhibition above about 24%; note: 0% = median of the test wells and 100% = reference compound wells
BoNT F protease: BoNT F light chain protease inhibition; Multiplex microsphere protease cleavage assay, flow cytometry; inhibition, % at 10 µM; 0.22% of 360,000 active; in the data active = inhibition above about 35%, passing the limit was not always enough; inconclusive = no clear call, values can overlap the other calls; note: plate controls were buffer without enzyme for full effect and enzyme alone for no effect
UGM FP inh: Mtb UDP-galactopyranose mutase inhibition; P9WIQ1; purified UGM, fluorescence polarization probe displacement; inhibition, % at 10 µM; 0.06% of 320,000 active; AID 504406; in the data active = inhibition above about 10%, passing the limit was not always enough; inconclusive = no clear call, values can overlap the other calls
Target sequence (P9WIQ1 whole entry, looked up): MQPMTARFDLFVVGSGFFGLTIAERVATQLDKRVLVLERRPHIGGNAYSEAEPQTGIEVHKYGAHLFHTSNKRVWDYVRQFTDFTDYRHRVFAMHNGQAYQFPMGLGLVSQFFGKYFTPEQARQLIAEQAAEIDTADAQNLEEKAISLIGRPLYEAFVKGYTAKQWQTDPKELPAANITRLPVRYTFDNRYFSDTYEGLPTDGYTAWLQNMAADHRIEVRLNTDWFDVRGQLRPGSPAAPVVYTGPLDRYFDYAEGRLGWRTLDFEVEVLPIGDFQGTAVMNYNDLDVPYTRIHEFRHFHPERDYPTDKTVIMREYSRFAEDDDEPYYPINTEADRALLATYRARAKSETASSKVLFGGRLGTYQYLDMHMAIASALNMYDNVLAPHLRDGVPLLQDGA
BioA inh: BioA (M. tuberculosis) enzyme inhibition | 0.096% of 360,000 active | purified M. tuberculosis BioA enzyme, plate reader | AID 602481 | inhibition, % at 9.99 µM; in the data active = inhibition above about 40%; inconclusive = no clear call, values can overlap the other calls
FBA Mtb inh: inhibits M. tuberculosis FBA enzyme. P9WQA3. purified M. tuberculosis FBA, fluorescence read-out. inhibition, % at 1 µM. 2.3% of 360,000 active. AID 588726; in the data active = inhibition above about 27%;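 note: 0% = vehicle and 100% = reference inhibitor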
Target sequence (P9WQA3 whole entry, looked up): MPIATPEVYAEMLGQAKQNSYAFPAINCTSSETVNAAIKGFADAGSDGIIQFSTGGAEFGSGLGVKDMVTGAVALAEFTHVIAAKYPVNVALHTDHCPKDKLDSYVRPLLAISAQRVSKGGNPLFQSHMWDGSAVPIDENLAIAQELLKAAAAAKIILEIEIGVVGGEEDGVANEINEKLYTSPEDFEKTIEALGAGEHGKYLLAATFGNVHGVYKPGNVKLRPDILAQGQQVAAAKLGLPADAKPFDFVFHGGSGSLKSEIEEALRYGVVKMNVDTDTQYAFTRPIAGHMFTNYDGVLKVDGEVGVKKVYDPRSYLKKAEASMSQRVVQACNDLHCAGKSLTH
An asterisk follows results filed as active; ? = inconclusive; . = no result given. Cut-off read from the data, not from the text of the source, unless noted: active = inhibition above about 30%; inactive = the rest.

SMILES	BoNT A protease	GDH-TPI counter	CCHFV vOTU inh	FadD28 binding	PrPC surface inh	BoNT F protease	UGM FP inh	BioA inh	FBA Mtb inh
CC(c1ccccc1)N1CC(C(=O)N2CCCC(C(N)=O)C2)CC1=O (stereo not drawn)	-4.8	-0.4	-2.2	.	-2.2	-1.8	0.1	-0.6	-0.6
Cc1nnc(SCC(=O)Nc2ccc(N(C)C)cc2)n(N)c1=O	0.5	0.6	2.3	1.2	-0.8	0.3	-1.0	-1.3	2.6
Cn1c(=O)c(C(N)=S)cn(-c2ccccc2)c1=O	-2.4	14.7	3.0	0.2	-4.5	7.4	-3.1	-1.4	0.7
Cc1ccc(-c2nnc(N(C)C(=O)c3ccccn3)s2)cn1	0.4	12.2	-1.8	-0.5	-4.2	-10.1	-3.9	0.1	2.2
COc1ccc(-n2c(C)cc(/C=C(\C#N)C(=O)NCc3ccco3)c2C)cc1	0.1	-4.0	3.1	-2.4	8.2	2.6	3.5	.	1.4
Cn1nccc1C(=O)NC1CC(C)(C)Cc2c1cnn2-c1ccc(F)cc1 (stereo not drawn)	-1.2	0.3	-13.8	-1.1	-2.7	-6.6	2.6	2.4	3.0
O=C(Nc1ccc(NC(=O)c2ccco2)cc1)c1ccc2c(c1)OCCO2	-0.7	12.6	3.1	-2.5	-13.9	-2.0	-0.1	-0.9	-1.5
Cc1ccc(Cl)cc1NC(C#N)c1ccccc1 (stereo not drawn)	3.9	12.9	6.7	-1.8	-3.9	?	2.0	.	0.8
CC(=O)c1cccc(NC(=O)COc2nsnc2N2CCOCC2)c1	-0.3	-3.1	5.8	1.9	-0.4	2.3	2.8	-2.1	4.6
COC(=O)c1cc(NC2c3ccccc3C(=O)N2c2ccc(Cl)cn2)cc(C(=O)OC)c1 (stereo not drawn)	-0.1	-10.6	-1.4	-0.7	-0.8	-5.2	-2.8	0.4	0.1
CC(=O)Nc1cccc(/C(C)=N/NC(=O)c2c(-c3ccccc3Cl)noc2C)c1	-0.8	7.3	0.5	-2.3	1.1	-10.8	-0.6	.	2.2
Cc1cccc(NC(=O)CSCC(=O)Nc2ccccc2C(=O)NC2CC2)c1	4.0	-2.9	-6.7	-2.8	-0.9	-1.3	2.5	-0.6	-0.9
CCOC(=O)CCCCCN1C(=O)c2cccc3cccc(c23)C1=O	-2.2	19.3	-7.1	-1.1	5.4	2.7	-2.3	-1.1	28.2*
O=C1NC(=O)C2(CCc3ccccc32)N1 (stereo not drawn)	0.4	9.7	-9.4	-0.7	2.5	-12.4	1.3	0.1	1.8
CN(C)c1ncc(S(=O)(=O)c2ccccc2)c(N)n1	0.2	8.2	-5.4	-1.0	-6.0	-4.4	-2.5	-1.1	1.3
CCOC(=O)c1ccc(NC(=O)C(=O)NCC2(c3ccc(OC)cc3)CCOCC2)cc1	1.2	-2.3	9.6	-0.9	4.4	?	-0.6	0.0	-0.4
N[C@@H](Cc1ccc(O)cc1)C(=O)Nc1ccc2ccccc2c1	-1.0	4.8	4.6	-0.5	11.4	-8.9	-1.5	8.9	5.8
O=C(O)c1cc(Cl)c(Cl)cc1C(=O)N1CCOCC1	1.5	5.8	-14.1	0.2	4.9	16.8	-2.5	-0.1	-1.0
O=c1[nH]cnc2sc3c(c12)CCCC3	-3.0	-7.8	-0.2	-2.5	1.6	-7.1	-0.3	-0.5	2.2
O=C(NNc1cccc(Cl)n1)C(F)(F)F	-0.3	13.4	8.3	-1.9	5.3	1.3	1.6	.	-3.1
O=c1c2c([nH]n1-c1ccccc1)CCCC2	-0.3	2.9	14.3	-3.0	17.4	-1.9	2.1	.	-0.5
Cc1cccc(NC(=S)NCc2cccn2C)c1	0.4	-4.6	-1.5	-0.8	3.0	3.9	-1.2	-1.5	-3.7
Cc1ccc(Sc2ccc(S(=O)(=O)Nc3ccc(C(=O)O)cc3)cc2)cc1C	-0.2	5.5	17.5	-18.3	-1.0	-4.5	0.3	1.8	1.2
CCOC(=O)c1sc(NS(=O)(=O)c2ccccc2Cl)nc1C	-6.0	-5.1	9.5	-0.1	14.4	-8.5	-1.8	1.1	0.2
C=CCOc1ccc(Br)cc1CNC(C)(C)CO	-1.8	-1.3	8.5	-3.4	-3.6	-5.0	2.4	.	-0.2
CN1CCN(c2nc(-c3ccco3)cc(C(F)(F)F)n2)CC1	-3.5	7.5	.	-1.5	.	-4.1	0.7	1.6	1.2
CN(C(=O)c1ccc2c(=O)n3c(nc2c1)CCCCC3)c1ccccc1	-0.1	2.2	4.3	-2.5	-3.0	5.8	4.2	-2.0	2.3
Nc1nc(SCC(=O)c2ccc(Br)s2)n[nH]1	-1.7	10.1	-12.9	-2.0	-3.8	0.9	-1.0	.	0.4
COc1ccccc1NC(=O)CSc1nncn1N	3.9	-4.4	4.9	-0.3	-1.9	6.3	-1.9	-1.1	2.5
C#CCN1C(=O)C2(C(C#N)=C(N)OC(C)=C2C(=O)OCc2ccccc2)c2ccccc21 (stereo not drawn)	1.8	3.0	25.7	-1.0	-10.2	6.7	0.5	5.3	1.6
Cc1noc(C)c1C(=O)Nc1nc2ccc(Cl)cc2s1	-1.2	12.3	1.6	-1.5	4.1	3.4	0.6	-0.8	9.4
O=C(NCc1ccccn1)C(=O)NCC(c1ccco1)N1CCN(c2ccc(F)cc2)CC1 (stereo not drawn)	-0.7	-4.0	5.7	-4.4	3.5	-11.8	-1.2	.	1.4
COc1ccc(C(=O)NNC(=O)C(C)NC(=O)c2ccccc2NC(=O)c2ccco2)cc1 (stereo not drawn)	0.1	11.2	-4.0	-3.7	-1.9	0.4	0.9	.	-3.0
O=C(CCc1ccccc1)NNc1cc(N2CCCCC2)nc(N2CCCCC2)n1	-0.3	9.9	5.2	-2.6	2.1	0.5	0.2	-2.9	-1.0
CC(=O)Nc1ccc2c3c(ccc([N+](=O)[O-])c13)CC2	0.5	11.5	4.8	-0.6	-23.2	0.7	.	-3.4	1.0
CCCn1c(C)cc(C=O)c1C	0.2	-4.9	-4.7	-0.6	-4.2	-5.0	-0.1	.	2.0
COc1ccc(NS(=O)(=O)c2cc(NC(=O)/C=C/c3cccs3)ccc2N2CCOCC2)cc1	-0.2	19.9	-1.5	-8.9	-1.2	2.3	-0.1	.	-2.5
CC(=O)Nc1ccc(S(=O)(=O)N2CCC(n3cnc4cc(F)ccc43)CC2)cc1	-0.4	-6.9	-9.6	-0.6	2.1	-8.8	3.6	1.3	-0.9
Cc1cc(N(C)C)nc(SC(C)C)n1	1.3	-1.9	8.1	-3.0	-6.6	?	0.3	-1.9	-1.1
Cc1cccc(-n2ncc3c(N4CCCc5ccccc54)ncnc32)c1	0.9	15.5	-21.3	-4.8	-2.7	-0.2	-2.9	.	11.8
CCSc1nnc(Nc2ccccc2)s1	-0.5	0.0	5.8	0.3	-1.1	12.8	-0.4	-0.6	1.1
O=C(CCCCCN1C(=O)c2ccccc2C1=O)Nc1ccc(S(=O)(=O)N2CCCCC2)cc1	?	-7.8	-1.1	0.4	1.5	1.7	-0.6	-1.1	0.4
COc1ccc(CCNC(=O)c2ccc(CNc3nc(=S)[nH]c4ccccc34)cc2)cc1OC	-1.0	0.6	-2.5	-2.8	-2.0	-6.3	0.2	.	-0.5
O=C(/C=C/c1ccc(F)cc1)NCCCn1ccnc1	1.8	-5.5	-10.4	-2.5	-7.8	31.1	1.8	-1.0	0.4
O=C(COC(=O)c1cc(-c2cccnc2)nc2ccccc12)Nc1ccc(F)cc1F	10.1	15.6	8.8	-1.1	7.1	-12.5	-2.8	-0.5	5.7
CCN(CC)CCN1C(=O)C(O)=C(C(=O)c2cccs2)C1c1ccc(C)o1 (stereo not drawn)	1.2	9.6	-30.9	0.1	-1.0	9.8	3.0	-3.2	-2.6
O=C(Cc1ccc(S(=O)(=O)N2CCOCC2)s1)Nc1cc(Cl)ccc1Cl	-1.2	0.0	9.3	-2.2	4.5	-15.9	-0.8	-3.3	1.1
CCOC(=O)Cc1csc(NS(=O)(=O)c2ccc(Br)cc2)n1	-0.3	8.9	10.0	0.6	4.5	1.3	0.7	.	3.4

Four entries from above, with bars between the fields.
SMILES | BoNT A protease | GDH-TPI counter | CCHFV vOTU inh | FadD28 binding | PrPC surface inh | BoNT F protease | UGM FP inh | BioA inh | FBA Mtb inh
CC(=O)Nc1ccc(S(=O)(=O)N2CCC(n3cnc4cc(F)ccc43)CC2)cc1 | -0.4 | -6.9 | -9.6 | -0.6 | 2.1 | -8.8 | 3.6 | 1.3 | -0.9
Cc1cc(N(C)C)nc(SC(C)C)n1 | 1.3 | -1.9 | 8.1 | -3.0 | -6.6 | ? | 0.3 | -1.9 | -1.1
Cc1cccc(-n2ncc3c(N4CCCc5ccccc54)ncnc32)c1 | 0.9 | 15.5 | -21.3 | -4.8 | -2.7 | -0.2 | -2.9 | . | 11.8
CCSc1nnc(Nc2ccccc2)s1 | -0.5 | 0.0 | 5.8 | 0.3 | -1.1 | 12.8 | -0.4 | -0.6 | 1.1

The listing continues.
SMILES	BoNT A protease	GDH-TPI counter	CCHFV vOTU inh	FadD28 binding	PrPC surface inh	BoNT F protease	UGM FP inh	BioA inh	FBA Mtb inh
CN(C)C(=O)Oc1ccc2c(c1)O/C(=C\c1cccc(Cl)c1)C2=O	-2.7	-2.1	-13.7	0.3	-6.3	-14.1	-1.0	1.6	1.6
COc1cccc(N(C(=O)CNC(=O)c2ccco2)C(C(=O)NC2CCCCC2)c2cccnc2)c1 (stereo not drawn)	0.2	3.7	11.8	-0.7	-1.0	-5.0	-4.4	-0.7	1.3
COc1ccc(CCNCC(=O)Nc2ccc(C)c(S(=O)(=O)N(C)C)c2)cc1OC	0.1	-1.3	-4.8	-5.1	-3.0	-3.0	0.4	-0.9	0.9
Cc1ccccc1OCC(=O)NC(=S)Nc1cccc2cc(O)ccc12	0.0	-1.0	10.7	-0.3	-4.7	5.4	1.6	5.5	-0.1
Cc1cccc(-n2c(C)cc(/C=N/n3cnnc3)c2C)c1	-1.1	1.4	4.7	-1.2	9.2	-2.0	0.7	.	5.3
COc1ccc(OC)c(NC(=O)Nc2ccccc2C)c1	0.6	12.4	0.2	-0.6	10.7	-12.3	-0.1	-2.0	1.2
N#CCCCSc1ncccc1-c1nc2ccccc2[nH]1	1.5	-2.5	2.5	-6.3	5.0	1.4	3.1	0.1	3.7
COc1cc(Cl)c(C)cc1NC(=O)Cc1ccc(OC)c(OC)c1	-2.0	11.7	8.2	-0.4	-2.3	-1.3	2.9	-2.6	3.7
CC(C)(/C=N/NC(=O)CSCc1ccccc1Cl)CCC#N	-0.7	6.4	4.0	-0.5	-2.8	-9.7	-0.3	.	-0.3
CC(=O)Nc1ccc(SCC(=O)c2cc(C)n(-c3ccccc3)c2C)cc1	-0.4	-0.4	-13.4	-1.3	0.8	-9.0	-1.0	.	0.7
COCCNc1cc(C)nc2ccccc12	2.7	21.9	10.4	-2.8	-0.2	8.5	1.3	-2.2	5.2
Cc1ccc2nc(C(C)(C)C)c(Cc3ccccc3C(F)(F)F)n2c1	1.2	.	30.0*	-2.9	1.5	-3.3	.	2.8	8.1
CC1=C/C(=C(/c2ccc(O)c(C)c2)c2ccccc2S(=O)(=O)O)C=CC1=O	-1.0	12.8	10.5	0.4	-32.4	-2.2	6.0	9.7	-10.4
Cc1cc(C)n2c(NC3CCCC3)c(-c3ccc(F)cc3)nc2n1	0.6	.	0.8	.	-4.7	4.9	.	.	.
CN(C(=O)c1cccc(NC(=O)Cc2ccc(NC(=O)C3CCCN(C(=O)CCc4ccccc4)C3)cc2)c1)C1CC1 (stereo not drawn)	-0.2	2.8	-2.5	-0.5	9.4	-1.6	.	0.3	-1.2
O=c1c(CN2CCN(c3cccc(Cl)c3)CC2)coc2c(Cl)cc(Cl)cc12	-1.2	-7.9	-18.4	-2.8	-6.5	3.3	0.4	-0.8	-1.2
C=CCSc1nnc(-c2ccc([N+](=O)[O-])cc2)o1	1.0	13.8	-9.8	-1.1	-35.9	2.5	-3.9	-2.4	-0.9
CCOC(=O)c1[nH]c2ccc(OC)cc2c1NS(=O)(=O)c1ccc(Cl)s1	0.3	6.6	19.4	-2.2	7.5	-4.2	-1.3	.	-0.1
OCCOc1ccc(CN2CCCC(N3CCN(c4ccc(F)cc4)CC3)C2)cc1 (stereo not drawn)	0.4	12.8	7.0	-1.0	5.9	-3.8	-4.1	-5.5	2.0
